K1F lysis inhibition – protection from phage-mediated lysis, alamar blue read-out – E. coli UTI89, K1F phage, bacterial capsule biogenesis inhibitors (AID 488966); 0.02% of 340,000 active; E. coli UTI89 K1F phage lysis, alamar blue, 2 h; higher % means a stronger effect; inhibition, % at 100 µM, or IC50 in µM where a hit was titrated;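 active = phage lysis inhibition, versus mean bacterial control, above a set limit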;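 also: capsule biogenesis inhibitors block K1F phage lysis so surviving cells raise fluorescence; higher fluorescence means more inhibition of phage lysis; actives were called in the ten point dose series up to 300 µM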
MT stabilize HCS – stabilizes microtubules in HeLa cells. HeLa tubulin immunostaining HCS, 24 h; share of cells brighter than vehicle mean+2SD. % tubulin-high responders, % at 10 µM. 0.83% of 200,000 active;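 active = plate Z-score above 3 for both tubulin-high and condensed-nucleus cell shares, with cell loss under 80%, at 10 µM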;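 also: anti alpha tubulin signal scored within the nucleus-defined area of each cell; some results filed as inactive read as strong as hits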
P. falciparum M17LAP – P. falciparum M17LAP inhibitors, primary screen, biochemical, fluorogenic H-Leu-NHMec substrate, 1536-well (AID 1619); inhibition, % at 30 µM; hits with a dose series show IC50 in µM; recombinant M17LAP, H-Leu-NHMec fluorogenic kinetic assay; higher % means a stronger effect; 0.38% of 220,000 active;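 active = compound inhibiting the enzyme by more than half at any dose during confirmatory dose-response retesting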;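 also: plate controls were full reaction with DMSO carrier for no effect and no enzyme background for full effect; strong numbers were not always called active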
P. falciparum M1AAP – P. falciparum M1AAP inhibitors, biochemical, fluorogenic H-Leu-NHMec substrate, 1536-well (AID 1445) | recombinant M1AAP, H-Leu-NHMec fluorogenic kinetic assay; higher % means a stronger effect | 0.42% of 220,000 active | inhibition, % at 30 µM, or IC50 in µM where a hit was titrated;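 active = primary inhibition above the hit cutoff, then over 50% inhibition at one or more dose response concentrations, cut at about 23% in these data, passing the limit was not always enough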;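 also: plate controls were DMSO full reaction for no effect and no enzyme background for full effect; strong numbers were not always called active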
Autophagy HCS – autophagy modulation, high-content screen; MEF GFP-LC3 puncta imaging; test concentration mostly 10 µM; calls only at 10 µM (by protocol); 0.98% of 190,000 active; AID 463193;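 active = percentage of spot-positive cells more than 3 SD above its plate mean, without a fluorescence outlier flag or 80% toxicity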;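 also: spot-positive cell cutoff set from DMSO-treated cells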
b-catenin transl – modulators of beta-catenin nuclear translocation | HeLa beta-catenin nuclear translocation, immunofluorescence imaging | nuclear translocation activity, % at 5 µM | 0.3% of 190,000 active | AID 1665;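 active = nuclear translocation activity above 50% at 5 µM, with a well cell count of 50 or more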;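 also: per-cell ratio of nuclear to cytoplasmic median beta-catenin stain intensity; plate controls were DMSO negative control for no effect and GSK-3 inhibitor IX positive control for full effect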
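Test system: human HeLa cells, endogenous beta-catenin. Times: 24 h compound exposure, 37°C. Measured by: beta-catenin immunofluorescence imaging with DAPI.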
Dynein cargo inh – dynein cargo transport inhibition; 0.47% of 220,000 active; 3617.4 mouse cells, GR-EGFP nuclear translocation imaging; test concentration mostly 20 µM; stimulated with dexamethasone, 1 µM; stronger effect = lower value; z-score, hits read low; AID 1381;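 active = plate z-score of nuclear minus cytoplasmic receptor signal below a set negative limit, without overly bright fluorescence or cell loss, cut at about -3.5 in these data, passing the limit was not always enough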;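 also: z-score of nuclear minus cytoplasmic ring GR-EGFP intensity difference per well; some compounds called inactive have numbers as strong as hits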
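Buffer or medium: tetracycline-free induction medium containing charcoal-stripped FBS / Reagent: dexamethasone agonist, 1.0 µM final, for 30 min / Technique: automated 10x imaging of fixed Hoechst-stained cells / Times: induction 48 h, compound 1 h, agonist 30 min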
ER stress rescue – protection against thapsigargin-triggered cell killing – 384-well, CSM14.1, ATP luminescence, primary screen (AID 1222); CSM14.1 thapsigargin-induced death rescue, ATP luminescence; higher % means a stronger effect; cellular ATP content (survival), % at 20 µM, or EC50 in µM where a hit was titrated; 190,000 tested, under 10 active;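 active = EC50 below 50 µM in the dose-response confirmation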;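 also: death triggered by thapsigargin at about 15 µM added after 2 h compound pretreatment; cell ATP read after overnight thapsigargin exposure of roughly 18 to 22 hours; normalized against plate controls of thapsigargin alone and 5% DMSO vehicle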
Insulin prom up – MIN6 insulin promoter up-regulation; MIN6 insulin promoter-GFP reporter, high-content imaging; stronger effect = higher value; z-score at 5 µM; 0.3% of 190,000 active; AID 1625;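 active = z-score above 3 at 5 µM with at least 500 cells counted in the well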
Dynein cargo inh cytoplasmic EGFP – further read-out of Dynein cargo inh, marked with its call; z-score; measured here: cytoplasmic GR-EGFP intensity; stronger effect = higher value
Dynein cargo inh nuclear GR-EGFP – recorded beside Dynein cargo inh, whose call it bears; z-score; measured here: nuclear GR-EGFP intensity;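 lower value marks the stronger effect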
Dynein cargo inh cell count – second read-out of Dynein cargo inh, no call of its own (marks repeat the call); z-score; measured here: cell count per field
Insulin prom up cell count – second read-out of Insulin prom up, no call of its own (marks repeat the call); cell count; measured here: cytotoxicity, nuclei count;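 total cells summed across four imaged fields per well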
b-catenin transl cell count 5 µM – second read-out of b-catenin transl, no call of its own (marks repeat the call); cell count; measured here: cell count, cytotoxicity flag
MT stabilize HCS Hoechst-high % – second read-out of MT stabilize HCS, no call of its own (marks repeat the call); % Hoechst-high responders; measured here: nuclear condensation Hoechst responders;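 share of cells brighter than vehicle mean plus two SD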
MT stabilize HCS cytotoxicity % – further read-out of MT stabilize HCS, marked with its call; toxicity, %; measured here: cytotoxicity by cell density;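 0% = mean cell density of plate MIN control wells and 100% = no cells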
Autophagy HCS cell loss 18 h – also measured in Autophagy HCS; calls as there; toxicity, %; measured here: cell loss, nuclei count;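 cell loss after 18 h compound exposure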
Active calls of the source: *. Outcome played no part in choosing rows (roughly 2.9% active in at least one column).

For COC(=O)[C@@]1(Cc2ccc(F)cc2)[C@H]2c3cc(C(=O)N(C)C)n(Cc4ccccc4)c3C[C@H]2CN1C(=O)c1ccccc1 the results were MT stabilize HCS 5.8, P. falciparum M17LAP 12%, P. falciparum M1AAP 6%, Autophagy HCS inactive, b-catenin transl -4.7, Dynein cargo inh -0.44, ER stress rescue -3.9%, Insulin prom up -0.2, Dynein cargo inh cytoplasmic EGFP -0.25, Dynein cargo inh nuclear GR-EGFP 0.085, Dynein cargo inh cell count 0.46, Insulin prom up cell count 1242, b-catenin transl cell count 5 µM 558, MT stabilize HCS Hoechst-high % 1.3, MT stabilize HCS cytotoxicity % 1.3 and Autophagy HCS cell loss 18 h 13.
COc1ccccc1NC(=S)NC12CN3CN(CN(C3)C1)C2 was read as K1F lysis inhibition 0.5%, MT stabilize HCS 4.1, P. falciparum M17LAP 10%, P. falciparum M1AAP -1%, Autophagy HCS inactive, b-catenin transl -0.8, Dynein cargo inh 1.5, ER stress rescue -1.6%, Insulin prom up -0.13, Dynein cargo inh cytoplasmic EGFP -0.21, Dynein cargo inh nuclear GR-EGFP 0.82, Dynein cargo inh cell count -1.5, Insulin prom up cell count 1181, b-catenin transl cell count 5 µM 1094, MT stabilize HCS Hoechst-high % 2.6, MT stabilize HCS cytotoxicity % 6.8 and Autophagy HCS cell loss 18 h -4.
Screening CCCC(=O)N1CCN(c2ccc(NC(=O)c3cc4ccccc4o3)cc2Cl)CC1 returned K1F lysis inhibition 1.1%, MT stabilize HCS 5.1, P. falciparum M17LAP -5%, P. falciparum M1AAP 1%, Autophagy HCS inactive, b-catenin transl 0.0, Dynein cargo inh 0.5, Insulin prom up -2, Dynein cargo inh cytoplasmic EGFP -0.19, Dynein cargo inh nuclear GR-EGFP 0.28, Dynein cargo inh cell count -0.0072, Insulin prom up cell count 650, b-catenin transl cell count 5 µM 1085, MT stabilize HCS Hoechst-high % 6.9, MT stabilize HCS cytotoxicity % 22 and Autophagy HCS cell loss 18 h 11.
`CCCCN(CC)CCNC(=O)CN(C)S(=O)(=O)c1ccc2c(c1)c(=O)n(C)c(=O)n2C` gave K1F lysis inhibition 2.4%, MT stabilize HCS 3.7, P. falciparum M17LAP 1%, P. falciparum M1AAP 0%, Autophagy HCS inactive, b-catenin transl 2.4, Dynein cargo inh -1.2, ER stress rescue -3.3%, Insulin prom up 1.6, Dynein cargo inh cytoplasmic EGFP -0.27, Dynein cargo inh nuclear GR-EGFP -0.7, Dynein cargo inh cell count 0.69, Insulin prom up cell count 1601, b-catenin transl cell count 5 µM 1350, MT stabilize HCS Hoechst-high % 2.5, MT stabilize HCS cytotoxicity % 1.1 and Autophagy HCS cell loss 18 h 20.
`O=[N+]([O-])c1cc(Cl)cc(C2=NCCN2)c1` gave K1F lysis inhibition -0.1%, MT stabilize HCS 4.5, P. falciparum M17LAP 8%, P. falciparum M1AAP 1%, Autophagy HCS inactive, Dynein cargo inh 1.6, ER stress rescue 0.6%, Insulin prom up 0.61, Dynein cargo inh cytoplasmic EGFP -0.15, Dynein cargo inh nuclear GR-EGFP 0.83, Dynein cargo inh cell count -0.69, Insulin prom up cell count 938, MT stabilize HCS Hoechst-high % 1.6, MT stabilize HCS cytotoxicity % 3.6 and Autophagy HCS cell loss 18 h 3.
For CCOC(=O)c1cc(CC)sc1N the results were K1F lysis inhibition 6.4%, MT stabilize HCS 1.9, P. falciparum M17LAP 14%, P. falciparum M1AAP 11%, Autophagy HCS inactive, b-catenin transl -1.1, Dynein cargo inh 0.18, Insulin prom up 0.04, Dynein cargo inh cytoplasmic EGFP -0.2, Dynein cargo inh nuclear GR-EGFP 0.086, Dynein cargo inh cell count -0.13, Insulin prom up cell count 1075, b-catenin transl cell count 5 µM 818, MT stabilize HCS Hoechst-high % 1.4, MT stabilize HCS cytotoxicity % 3.0 and Autophagy HCS cell loss 18 h 7.
`COCCN(CCOC)S(=O)(=O)c1ccc(C(=O)Nc2ccc(S(=O)(=O)Nc3nccc(C)n3)cc2)cc1` gave K1F lysis inhibition -0.4%, MT stabilize HCS 0.9, P. falciparum M17LAP -2%, P. falciparum M1AAP -1%, Autophagy HCS inactive, b-catenin transl 1.3, Dynein cargo inh 0.29, ER stress rescue -0.5%, Dynein cargo inh cytoplasmic EGFP -0.24, Dynein cargo inh nuclear GR-EGFP 0.039, Dynein cargo inh cell count 0.74, b-catenin transl cell count 5 µM 1108, MT stabilize HCS Hoechst-high % 1.7, MT stabilize HCS cytotoxicity % 2.7 and Autophagy HCS cell loss 18 h -13.
For CCOc1ccc(-c2nnc(-c3ccc(OC)cc3)o2)cc1 the results were K1F lysis inhibition 0.8%, MT stabilize HCS 5.0, P. falciparum M17LAP -3%, P. falciparum M1AAP 7%, Autophagy HCS inactive, b-catenin transl 0.8, Dynein cargo inh 1.1, ER stress rescue -5.0%, Dynein cargo inh cytoplasmic EGFP -0.21, Dynein cargo inh nuclear GR-EGFP 0.58, Dynein cargo inh cell count -0.18, b-catenin transl cell count 5 µM 491, MT stabilize HCS Hoechst-high % 2.2, MT stabilize HCS cytotoxicity % 5.0 and Autophagy HCS cell loss 18 h -13.
`CC(C(=O)c1ccc(-c2ccccc2)cc1)[n+]1ccccc1` (stereo unspecified) gave K1F lysis inhibition 2.0%, MT stabilize HCS 4.0, P. falciparum M17LAP 0%, P. falciparum M1AAP -8%, Autophagy HCS inactive, b-catenin transl 1.1, Dynein cargo inh 0.79, ER stress rescue 1.3%, Insulin prom up -2, Dynein cargo inh cytoplasmic EGFP -0.21, Dynein cargo inh nuclear GR-EGFP 0.76, Dynein cargo inh cell count 0.21, Insulin prom up cell count 1115, b-catenin transl cell count 5 µM 1370, MT stabilize HCS Hoechst-high % 1.5, MT stabilize HCS cytotoxicity % 3.5 and Autophagy HCS cell loss 18 h 12.
`COC(=O)Cn1c(CN2CCN(c3ccc(F)cc3)CC2)nc2c1c(=O)n(C)c(=O)n2C` gave K1F lysis inhibition -0.2%, MT stabilize HCS 4.1, P. falciparum M17LAP -2%, P. falciparum M1AAP 5%, Autophagy HCS inactive, b-catenin transl 0.1, Dynein cargo inh 1.4, ER stress rescue 0.2%, Insulin prom up 0.19, Dynein cargo inh cytoplasmic EGFP 0.021, Dynein cargo inh nuclear GR-EGFP 1.1, Dynein cargo inh cell count -1.4, Insulin prom up cell count 940, b-catenin transl cell count 5 µM 1118, MT stabilize HCS Hoechst-high % 1.2, MT stabilize HCS cytotoxicity % 5.4 and Autophagy HCS cell loss 18 h -8.
Screening O=C(C1=C[C@@H](c2ccc(Br)cc2)C[C@@H](OCc2ccc(CO)cc2)O1)N1CCN(Cc2ccc3c(c2)OCO3)CC1 returned K1F lysis inhibition -1.3%, MT stabilize HCS 9.4, P. falciparum M17LAP -4%, P. falciparum M1AAP 1%, Autophagy HCS inactive, b-catenin transl -2.5, Dynein cargo inh -0.68, ER stress rescue 2.1%, Insulin prom up -0.72, Dynein cargo inh cytoplasmic EGFP 0.16, Dynein cargo inh nuclear GR-EGFP -0.0044, Dynein cargo inh cell count -0.63, Insulin prom up cell count 1274, b-catenin transl cell count 5 µM 1134, MT stabilize HCS Hoechst-high % 3.0, MT stabilize HCS cytotoxicity % 1.3 and Autophagy HCS cell loss 18 h 31.
`O=C(O)c1csc(Cc2ccccc2)n1` gave K1F lysis inhibition -2.3%, MT stabilize HCS 1.4, P. falciparum M17LAP 20%, P. falciparum M1AAP 9%, Autophagy HCS inactive, b-catenin transl -1.8, Dynein cargo inh 0.98, ER stress rescue -4.8%, Insulin prom up -0.2, Dynein cargo inh cytoplasmic EGFP -0.34, Dynein cargo inh nuclear GR-EGFP 0.27, Dynein cargo inh cell count 0.65, Insulin prom up cell count 1286, b-catenin transl cell count 5 µM 1035, MT stabilize HCS Hoechst-high % 2.1, MT stabilize HCS cytotoxicity % 14 and Autophagy HCS cell loss 18 h -5.
For O=c1[nH]c2ccccc2nc1Cc1ccccc1 the results were K1F lysis inhibition 1.1%, MT stabilize HCS 4.4, P. falciparum M17LAP 13%, P. falciparum M1AAP 12%, Autophagy HCS inactive, b-catenin transl 3.0, Dynein cargo inh 0.81, ER stress rescue 4.5%, Insulin prom up -0.55, Dynein cargo inh cytoplasmic EGFP -0.11, Dynein cargo inh nuclear GR-EGFP 0.58, Dynein cargo inh cell count -0.68, Insulin prom up cell count 1006, b-catenin transl cell count 5 µM 608, MT stabilize HCS Hoechst-high % 3.4, MT stabilize HCS cytotoxicity % 3.9 and Autophagy HCS cell loss 18 h 19.
`O=c1cc(-c2ccc(Br)cc2)[nH][nH]1` gave K1F lysis inhibition 3.3%, MT stabilize HCS 1.6, P. falciparum M17LAP 7%, P. falciparum M1AAP 3%, Autophagy HCS inactive, b-catenin transl 0.4, Dynein cargo inh -0.45, ER stress rescue -0.7%, Insulin prom up 0.33, Dynein cargo inh cytoplasmic EGFP -0.3, Dynein cargo inh nuclear GR-EGFP -0.12, Dynein cargo inh cell count 0.65, Insulin prom up cell count 1546, b-catenin transl cell count 5 µM 1457, MT stabilize HCS Hoechst-high % 2.1, MT stabilize HCS cytotoxicity % 6.2 and Autophagy HCS cell loss 18 h -27.
